Bioassay records (PubChem)
rCAG binder: binds r(CAG) RNA repeats | inhibition, % at 3 µM | 370,000 compounds, 1.3% hits | r(CAG) RNA repeat, TO-PRO-1 dye displacement fluorescence;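 active = inhibition above the plate cutoff, the mean of all test compounds on that plate plus 3 SD, cut at about 35% in these data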;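 note: 0% = DMSO alone and 100% = 100 µM mitoxantrone as full dye displacement; higher means more dye released from RNA so lower well fluorescence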
PG9 Ab binder: small molecules binding HIV-1 gp120 antibody PG9; TR-FRET gp120-PG9 antibody binding; inhibition, % at 6.7 µM; 360,000 compounds, 0.43% hits; AID 624416; in the data active = inhibition above about 8.5%
PRMT1 FP inh: blocks human protein arginine methyltransferase 1; recombinant PRMT1, activity-based probe fluorescence polarization; 370,000 compounds, 1.3% hits; AID 652257; inhibition, % at 2.79 µM; Q99873;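 active = inhibition above about 21% made by adding two undisclosed values, limit read from the data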
Target sequence (Q99873 whole entry, looked up): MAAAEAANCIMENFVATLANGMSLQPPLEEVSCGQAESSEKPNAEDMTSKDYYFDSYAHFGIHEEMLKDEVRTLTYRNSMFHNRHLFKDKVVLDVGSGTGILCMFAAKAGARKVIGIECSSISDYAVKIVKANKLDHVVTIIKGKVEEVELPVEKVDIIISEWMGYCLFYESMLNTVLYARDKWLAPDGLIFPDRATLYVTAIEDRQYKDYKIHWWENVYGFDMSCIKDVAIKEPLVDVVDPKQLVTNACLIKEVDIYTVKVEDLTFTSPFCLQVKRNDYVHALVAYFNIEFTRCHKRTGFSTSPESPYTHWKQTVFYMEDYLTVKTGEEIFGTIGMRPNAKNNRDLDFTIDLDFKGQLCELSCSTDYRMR
ABHD4 inh: inhibitors of mouse ABHD4; purified mABHD4, FP-Rh probe fluorescence polarization; inhibition, % at 8.92 µM; 370,000 compounds, 0.54% hits;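 active = inhibition exceeding the mean over every tested compound plus 3 SD, cut at about 30% in these data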;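 note: 0% = plate median of compound wells and 100% = S159A mutant with DMSO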
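Assay system: wild-type mouse ABHD4 protein; compound: single nominal dose of 8.92 µM, 0.89% DMSO final; schedule: 45 min + 60 min at 25 °C; measured by: FP readout, ex 525 nm / em 598 nm; evaluation: % inhibition of FP-Rh probe binding versus controls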
SIAE primary: blocks human sialic acid acetylesterase. 370,000 compounds, 0.69% hits. AID 1053197. SIAE FP-Rh probe binding, fluorescence polarization. inhibition, % at 9.66 µM. Q9HAT2;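 active = inhibition above a cutoff: mean of compounds within the control limits plus 3 SD of those, cut at about 17% in these data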;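 note: 0% = plate median of compound wells and 100% = probe without SIAE protein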
TDP2 absorb: blocks human TDP2 phosphodiesterase activity; AID 720702; recombinant TDP2, T5PNP hydrolysis, p-nitrophenol absorbance 415 nm; inhibition, % at 12.8 µM; O95551; 370,000 compounds, 0.34% hits;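 active = inhibition above the mean of all tested compounds plus 3 SD, set per campaign, cut at about 25% in these data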;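 note: 0% = DMSO with enzyme and 100% = buffer with substrate but no TDP2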
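System – recombinant human TDP2 · Amount – 120 nM TDP2 per well · Buffer or medium – Mg2+-containing Tris-HCl buffer, pH 7.5 · Reagent – T5PNP substrate, 5 mM · Dosing – 12.8 µM single point, 1% DMSO · Incubation – 2 h at 37 °C · Measured by – epi absorbance · Read-out basis – percent inhibition · Benchmarks – high control without enzyme, low control DMSO plus TDP2 · Repeats – singlicate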
TCR-CD3 inh: inhibitors of human TCR-CD3 interaction | TAMRA-labeled TCR probe fluorescence, biochemical | inhibition, % at 9.4 µM | 360,000 compounds, 0.37% hits | AID 651800; in the data active = inhibition above about 19%;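 note: recombinant mutant TCR 2C K166C tagged with TAMRA read by polarization; 0% = receptor in buffer alone and 100% = receptor with positive control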
LEDGF integ inh: blocks HIV-1 LEDGF/p75-dependent DNA integration; TR-FRET IN-LEDGF/p75 DNA integration, Eu/Cy5; inhibition, % at 3.7 µM; 370,000 compounds, 0.64% hits; AID 743269;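 active = inhibition above the screen-wide mean plus 3 SD, cut at about 13% in these data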;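 note: signal is the Cy5 over europium emission ratio at 671 and 618 nm; 0% = plate median of compound wells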
Rev-erbA mod: modulators of human Rev-erb alpha DNA binding | Rev-erbα–FITC-DNA binding, fluorescence polarization, 90 min | activity, % at 10 µM | 370,000 compounds, 0.79% hits | AID 1259318;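 active = activity above about 14%, limit read from the data; passing the limit was not always enough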;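 note: 0% = DMSO wells with 35 nM protein and 100% = DMSO wells with 750 nM protein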
HTRA1 inhibitor: HTRA1 (human) protease inhibition; 340,000 compounds, 0.5% hits; inhibition, % at 5.96 µM; AID 504803; recombinant HTRA1, FP-rhodamine activity-based probe, fluorescence polarization; Q92743; in the data active = inhibition above about 36%;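 note: 0% = enzyme with DMSO and 100% = wells lacking enzyme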
Target sequence (Q92743 whole entry, looked up): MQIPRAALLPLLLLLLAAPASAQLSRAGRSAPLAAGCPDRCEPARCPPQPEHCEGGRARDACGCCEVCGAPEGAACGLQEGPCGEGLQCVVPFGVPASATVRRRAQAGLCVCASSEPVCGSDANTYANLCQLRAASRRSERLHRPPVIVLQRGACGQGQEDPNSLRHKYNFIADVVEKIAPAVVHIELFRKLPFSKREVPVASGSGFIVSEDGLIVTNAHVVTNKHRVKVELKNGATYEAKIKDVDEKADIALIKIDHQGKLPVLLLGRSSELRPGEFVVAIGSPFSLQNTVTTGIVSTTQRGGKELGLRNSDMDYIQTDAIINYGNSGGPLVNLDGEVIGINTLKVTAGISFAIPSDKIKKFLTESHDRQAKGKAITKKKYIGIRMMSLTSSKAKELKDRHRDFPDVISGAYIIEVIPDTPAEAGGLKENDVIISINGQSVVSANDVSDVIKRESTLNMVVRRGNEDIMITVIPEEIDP
Starred values were filed as active, the others as inactive; . = no result given. The list is partial. The share of hits here may be higher or lower than overall.

structure | rCAG binder | PG9 Ab binder | PRMT1 FP inh | ABHD4 inh | SIAE primary | TDP2 absorb | TCR-CD3 inh | LEDGF integ inh | Rev-erbA mod | HTRA1 inhibitor
O=C(Cn1cc(COc2ccc(-n3cccc3)cc2)nn1)NS(=O)(=O)c1ccccc1C(F)(F)F | 64.0* | 0.3 | 17.1 | -5.8 | -3.1 | -1.7 | -1.1 | 26.6* | 1.1 | .
O=C(NC1CCCN(c2ccc(C(F)(F)F)cn2)C1)c1cc(Cl)ccc1F (configuration not stated) | -1.9 | -0.2 | -1.3 | -6.4 | -7.0 | -4.1 | 3.8 | 2.2 | 19.9* | -4.9
CCOC(=O)c1c(NC(=O)CCS(=O)(=O)c2ccccc2)sc2c1CCN(C)C2 | -2.9 | -1.1 | 1.0 | -3.8 | -9.1 | 5.2 | -3.3 | -1.9 | 12.8 | -0.3
C=CCOc1c(Br)cc(CNc2ccc(NC(=O)C(C)C)c(OC)c2)cc1OCC | 9.8 | -5.7 | 4.4 | 1.7 | 3.4 | -5.7 | -9.7 | -6.7 | 0.8 | 1.0
CN(C)c1nc(-c2cccs2)cc(C(F)(F)F)c1C#N | -0.9 | -0.2 | 0.8 | -9.8 | -4.6 | -5.0 | 2.3 | 3.0 | -8.2 | -4.3
CCOC(=O)c1c(NC(=S)N2CCN(C)CC2)sc(C)c1-c1ccccc1 | 3.1 | -2.6 | 1.0 | 4.0 | -7.2 | -3.1 | -1.8 | 3.4 | 4.6 | -1.1
CCCN(CC(=O)Nc1ccccc1C)C(=O)C1CCN(S(=O)(=O)c2ccccc2C(F)(F)F)CC1 | -5.6 | 0.1 | 0.3 | 2.2 | -2.9 | -3.0 | 0.8 | -1.4 | 1.4 | -0.9
N=C(c1ccc([N+](=O)[O-])cc1)N1CCCCCC1 | -2.0 | -0.3 | -1.8 | -1.9 | 5.6 | 7.3 | -1.1 | 5.3 | 1.6 | -2.1
Cc1cccc(C(=O)NCC(=O)OCC(=O)NC2CCCCC2)c1 | -1.2 | 2.0 | -8.0 | -3.3 | 1.4 | -7.5 | 6.7 | -0.7 | 4.3 | -2.4
COc1ccc(C2C(C(N)=O)=C(C)Nc3ncnn32)cc1 (configuration not stated) | 0.3 | -1.1 | -0.9 | 3.0 | -1.0 | 3.4 | 4.0 | -0.7 | 5.7 | 3.1
CSc1nc(C)c(CCOC(=O)c2cccc(Cl)c2)c(=O)[nH]1 | -2.2 | -2.4 | -0.4 | 11.2 | -3.1 | 2.4 | 7.3 | -1.0 | 7.1 | 0.2
CCCc1cc(=O)[nH]c(SCC(=O)N2c3ccccc3NC(=O)C2(C)C)n1 | 4.9 | -1.2 | -0.5 | -0.2 | 12.2 | 4.8 | 1.1 | -0.1 | -2.7 | 16.7
CN(CCc1ccccc1)C(CCc1ccccc1)C(=O)Nc1ccc2c(c1)OCCO2 (configuration not stated) | 2.5 | -0.2 | -2.8 | -4.7 | -3.8 | -7.1 | 5.8 | -3.7 | 7.3 | .
Cc1cccc(C)c1NC(=O)/C(C#N)=C/c1cccs1 | -1.6 | -0.4 | -1.1 | -7.8 | -6.8 | -9.4 | 2.3 | 0.5 | -0.3 | -7.6
COCCOC(=O)C1=C(C)NC2=C(C(=O)CC(c3cccs3)C2)C1c1ccsc1 (configuration not stated) | -5.7 | 1.4 | -0.8 | 0.6 | 7.9 | 0.8 | 0.9 | 8.0 | -2.9 | -1.1
N#Cc1cc(N2CCCCC2)c([N+](=O)[O-])cc1C#N | -2.2 | -1.4 | -1.3 | 5.4 | -1.6 | -13.2 | 2.6 | 2.4 | 4.8 | 1.1
Cc1ccc(C(CC(=O)N2CCCCC2)c2ccccc2)c(O)c1C (configuration not stated) | -1.6 | 0.1 | -5.0 | -3.4 | 2.9 | 7.6 | -3.9 | 2.9 | 1.5 | -13.6
COc1ccc(-c2cc(C(=O)OCC(=O)N3CCOCC3)c3ccccc3n2)cc1 | 0.5 | 3.2 | 0.1 | -12.3 | -9.9 | 1.7 | -0.6 | 2.1 | 3.0 | -20.2
CCCCOC(=O)c1ccc(NC(=O)COC(=O)c2ccc3ncsc3c2)cc1 | 4.5 | -0.5 | 9.8 | -25.8 | -0.5 | -0.5 | -4.4 | 0.7 | 3.3 | -12.5
CCC1(CC)NC(=O)N(CC(=O)OCC(=O)Nc2cc(C)ccc2C)C1=O | -7.3 | 0.9 | -2.4 | 8.4 | -0.8 | 0.5 | -0.5 | 1.5 | . | 1.7
CCCCC(=O)NNC(=S)NC(=O)c1cccc([N+](=O)[O-])c1 | 0.1 | -1.0 | 20.6 | 2.2 | -6.9 | -7.8 | 10.6 | 5.2 | -3.6 | 2.5
COC(=O)C1CCN(C(=O)CN2CCC(C(=O)c3ccc(C)cc3)CC2)CC1 | 1.5 | . | 3.9 | 9.4 | 1.6 | 6.0 | . | -0.7 | -0.2 | .
CCN(CC)S(=O)(=O)c1ccc2c(c1)N(CC(=O)NCc1ccco1)C(=O)CO2 | -2.3 | 0.8 | -2.5 | 3.3 | 0.6 | 21.6 | -6.1 | 0.0 | 9.4 | 4.0
C[C@H](CO)N1C[C@H](C)[C@H](CN(C)Cc2ccc(C(=O)O)cc2)OCc2ccccc2-c2c(n(C)c3ccccc23)C1=O | 47.6* | -2.5 | -1.3 | 2.5 | 0.8 | 6.6 | -1.2 | -2.8 | -7.1 | -4.6
CC(C)CC1NC(=O)N(CC(=O)Nc2ccc(-c3ccccc3)cc2)C1=O (configuration not stated) | 5.8 | -1.5 | -1.7 | -8.0 | 5.7 | -8.9 | 7.1 | -0.2 | -4.0 | -22.6
COc1ccc(Cc2nc(-c3ccc(-n4cccc4)cc3)no2)cc1OC | 3.3 | -0.4 | 6.9 | -0.6 | 4.0 | 2.1 | 2.0 | -0.9 | -0.8 | -24.2
O=C(Cc1cccs1)Nc1ccc(N2CCOCC2)cc1 | 4.8 | -3.7 | 2.5 | 8.6 | 5.1 | -7.5 | -3.5 | -4.5 | -4.6 | 3.0
COC(=O)Cc1ccc(NC(=O)c2ccccc2Cl)cc1 | -1.8 | 0.0 | -4.8 | 6.4 | 4.9 | -3.1 | 2.2 | 2.1 | 5.6 | -3.9
C=C(C)CNC(=S)N/N=C/c1ccccc1OCC(=O)O | 4.4 | -0.7 | 1.2 | 2.5 | 3.6 | 9.0 | 5.2 | 1.7 | 3.0 | 4.1
COc1ccc(CCn2cnc3nc4ccc(Cl)cc4cc3c2=O)cc1OC | 3.5 | . | -1.3 | -1.2 | 6.1 | 7.5 | . | 0.0 | 3.1 | .
CS(=O)(=O)n1nc(-c2cccnc2)nc1NCc1ccccc1 | -4.9 | -1.4 | 2.0 | -2.0 | 1.4 | 10.1 | 1.2 | -3.2 | . | -3.5
O=C(NCc1ccccc1)OCCN1CCN(Cc2ccccc2)CCC1=O | -6.6 | 1.2 | -3.4 | 3.9 | 4.2 | 11.3 | 1.4 | -0.5 | -1.4 | -0.3
Cc1ccc(-c2nnn(CC(=O)N(C)C3CCCCC3)n2)o1 | -0.7 | 1.2 | 0.0 | -3.5 | -4.7 | -3.3 | -0.5 | -1.5 | -4.6 | -12.7
O=C(CNC(=O)c1ccco1)NCc1nc2ccccc2[nH]1 | -2.2 | 0.4 | 2.5 | -1.5 | -1.5 | -5.4 | -7.2 | -0.8 | -1.1 | 4.2
O=C(CSc1nc2[nH]c(=O)cc(O)c2s1)NCCc1ccccc1 | 19.2 | -1.8 | 2.5 | 7.7 | 2.6 | -4.2 | 4.6 | 5.2 | -4.5 | 0.5
O=[N+]([O-])c1cccc(-c2nc(-c3ccccn3)no2)c1 | -6.4 | -0.2 | 0.9 | 4.5 | 12.2 | 5.8 | -2.3 | 0.9 | 0.6 | 4.5
Cc1c(N(C)S(=O)(=O)c2cc(C(=O)NCC3CCCO3)ccc2Cl)c(=O)n(-c2ccccc2)n1C (configuration not stated) | -9.0 | 1.8 | -0.1 | -0.7 | 7.3 | -4.1 | 2.9 | -4.6 | -1.2 | 0.9
COc1ccc(C=NNC(=S)NN=Cc2ccc(OC)c(OC)c2)cc1OC | 11.0 | -0.8 | 4.3 | 0.8 | 8.3 | 1.0 | -4.0 | -3.4 | 3.0 | 16.4
COc1ccccc1C/C(N)=N/OC(=O)COc1ccccc1C | -4.8 | 0.5 | -2.4 | -6.0 | 1.2 | -2.3 | -2.4 | 2.4 | . | -4.0
Cc1cc(NC(=O)c2oc3ccccc3c2C)ccc1-n1cnnn1 | 6.0 | -0.8 | 1.2 | -23.2 | -9.2 | -8.1 | -1.1 | -0.7 | 3.7 | -28.7
O=C(CNC1CCCCC1)Nc1cccc([N+](=O)[O-])c1 | 2.7 | 1.9 | 1.6 | 0.3 | 5.4 | 5.4 | -1.9 | 0.3 | 2.2 | 2.5
Oc1nc(-c2ccc(Cl)cc2)n2ccncc12 | 2.2 | -7.2 | 6.9 | 0.4 | 2.0 | -2.4 | -1.4 | -4.7 | 5.6 | 4.1
COc1ccc(C(=O)Nc2c(N)nc(SCC(=O)N3CCCCCC3)[nH]c2=O)cc1OC | 1.9 | -1.2 | 1.5 | 0.9 | 9.4 | -3.1 | -2.4 | -0.7 | -7.8 | 5.5
CCCC(=O)NC(Nc1cc(C(F)(F)F)ccc1Cl)C(Cl)(Cl)Cl (configuration not stated) | -6.9 | -0.6 | -0.2 | -13.6 | 0.0 | -2.9 | 6.2 | -3.6 | 7.2 | -36.9
COc1c(O)cc2oc(-c3ccc(O)c(O)c3)cc(=O)c2c1O | 8.2 | -2.1 | -1.4 | 18.6 | -5.3 | -2.1 | 9.3 | 34.7* | -2.9 | 25.7
O=C(Nc1ccc(F)c(Cl)c1)C1CC(=O)N(Cc2ccccc2)C1 (configuration not stated) | -3.3 | 1.2 | -0.3 | -6.6 | -3.8 | -1.2 | 4.5 | 0.2 | 2.8 | -2.9
Cc1c(OCC(=O)NC(Cc2ccc(Cl)cc2)C(=O)O)ccc2c3c(c(=O)oc12)CCCC3 (configuration not stated) | 7.2 | 0.3 | -5.3 | -6.6 | -13.0 | -6.6 | 3.3 | 6.2 | 1.4 | -0.4
O=C(C(Cc1ccccc1)N1C(=O)c2ccccc2C1=O)N1CCc2ccccc21 (configuration not stated) | 3.1 | 0.2 | -0.5 | 4.6 | 2.3 | -9.0 | 6.6 | -2.6 | -4.6 | 1.5
CCOC(=O)N1CCN(C(=O)c2ccc(C)c(S(=O)(=O)N3CCCCC3)c2)CC1 | -6.4 | 0.9 | -2.7 | 4.1 | -4.8 | 4.2 | 2.7 | 2.4 | -0.2 | 3.3
